# Source: PubChem
# CHRM1 agonist: human M1 muscarinic receptor agonism. activation, % at 3 µM. AID 588814. P11229. 360,000 compounds, 0.33% hits. CHO-K1 hM1, Fluo-8 calcium fluorescence, agonist mode; 0% DMSO, 100% acetylcholine EC100;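 active = activation above the run's mean compound activation plus 3 SD, cut at about 16% in these data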;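 note: peak over basal fluorescence ratio within a 140 s kinetic read after compound addition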
# OXTR agonist: human OXTR agonism | P30559 | CHO-OTR cells, Fluo-8 calcium fluorescence; normalized: DMSO 0%, oxytocin 100% | activation, % at 3 µM | 320,000 compounds, 0.32% hits | AID 2435;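 active = activation above the mean of all tested compounds plus 3 SD, cutoff set per screening run, cut at about 20% in these data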;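 note: peak over basal fluorescence ratio from a 100 s FLIPR kinetic read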
# Target sequence (P30559 whole entry, looked up): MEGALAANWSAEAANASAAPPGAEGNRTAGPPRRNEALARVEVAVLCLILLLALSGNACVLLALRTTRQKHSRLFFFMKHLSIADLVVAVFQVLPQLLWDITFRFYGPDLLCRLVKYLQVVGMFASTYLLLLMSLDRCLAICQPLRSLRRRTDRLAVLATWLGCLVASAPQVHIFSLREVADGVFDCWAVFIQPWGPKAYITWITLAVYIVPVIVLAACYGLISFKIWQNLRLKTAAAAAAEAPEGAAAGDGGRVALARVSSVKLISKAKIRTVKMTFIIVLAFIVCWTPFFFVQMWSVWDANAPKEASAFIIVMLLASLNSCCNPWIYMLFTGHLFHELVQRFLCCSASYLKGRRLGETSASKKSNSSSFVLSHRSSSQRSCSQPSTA
# V1R ag counter: activates human V1a receptor in oxytocin agonist counter-screen; activation, % at 3 µM; AID 2797; CHO-V1R cells, Fluo-8 calcium fluorescence, agonist mode; 0% DMSO, 100% 3 nM vasopressin; 320,000 compounds, 0.25% hits;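 active = activation above the mean activation of all tested compounds plus 3 SD, per screening run, cut at about 20% in these data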;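 note: signal is peak over basal fluorescence ratio across a 100 second FLIPR read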
# M1 antag: human CHRM1 antagonism. P11229. CHO-K1 hM1, Fluo-8 calcium fluorescence, ACh EC80 antagonist. inhibition, % at 3 µM. 360,000 compounds, 1.3% hits. AID 588852;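 active = percent inhibition above its own plate's cutoff, namely the mean of that plate's compound wells plus 3 SD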;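 note: peak over basal fluorescence ratio during 140 s after agonist addition; 0% = ACh EC80 plus DMSO and 100% = DMSO alone without agonist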
# TAAR1 agonist: human TAAR1 agonism; CHO RD-HGA16 TAAR1, Fluo-8 calcium fluorescence; vehicle wells 0%, saturating PEA agonist 100%; AID 624467; activation, % at 3 µM; 360,000 compounds, 0.99% hits; Q96RJ0;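 active = activation above the mean activation of all test compounds in the run plus 3 SD, cut at about 38% in these data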
# Target sequence (Q96RJ0 whole entry, looked up): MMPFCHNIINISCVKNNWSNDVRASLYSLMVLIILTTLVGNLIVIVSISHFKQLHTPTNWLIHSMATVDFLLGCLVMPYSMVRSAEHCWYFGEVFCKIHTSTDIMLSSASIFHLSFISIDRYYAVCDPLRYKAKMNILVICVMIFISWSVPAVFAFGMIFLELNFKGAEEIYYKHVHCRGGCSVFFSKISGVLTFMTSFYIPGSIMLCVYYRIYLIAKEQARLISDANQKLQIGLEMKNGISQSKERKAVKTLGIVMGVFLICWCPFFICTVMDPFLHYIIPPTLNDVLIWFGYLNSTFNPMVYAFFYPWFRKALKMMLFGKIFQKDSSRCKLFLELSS
#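 System: CHO RD-HGA16 cells carrying human TAAR1 plus Gα16; Incubation: 17-24 h seeding, 75 min 37 °C dye, 30 min RT; Measured by: Fluo-8 fluorescence, 5 s baseline then 140 s kinetic read; Control set: DMSO and PEA EC100; Replication: single well for each compound.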
# M1 PAM: human CHRM1 positive allosteric modulation; P11229; 360,000 compounds, 0.088% hits; activation, % at 3 µM; CHO-K1 hM1, Fluo-8 calcium fluorescence, ACh EC20; 0% = ACh EC20, 100% = maximal ACh; in the data active = activation above about 19%, passing the limit was not always enough
# CHO parental Ca: signal in parental CHO cells, OX1R antagonist counter-screen | 330,000 compounds, 0.63% hits | parental CHO-K1, ATP-induced calcium, Fluo-8 fluorescence | inhibition, % at 5.6 µM | AID 463079;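 active = inhibition above that plate's mean sample inhibition plus 3 SD, cut at about 26% in these data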;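 note: 0% = ATP-challenged DMSO wells and 100% = DMSO wells without ATP; some compounds past the cut are filed as inactive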
#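 Assay system – parental CHO cells · Reagent – ATP stimulus · Detection – intracellular calcium via Fluo-8 no-wash fluorescent dye · Evaluation – percent inhibition of ATP-evoked calcium rise, normalized to controls · Controls – ATP wells versus no-ATP DMSO wells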
# OXTR potentiator: potentiates the human oxytocin receptor response | 320,000 compounds, 0.061% hits | AID 2445 | activation, % at 3 µM | CHO-OTR cells, Fluo-8 calcium fluorescence, potentiator mode; 0% = oxytocin EC15, 100% = EC100 | P30559;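 active = activation above that plate's cutoff, the mean activation of tested compounds plus 3 SD, cut at about 6.6% in these data, passing the limit was not always enough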;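 note: 100% uses oxytocin at 75 nM as the full agonist control; some results filed as inactive read as strong as hits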
#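 assay system = CHO-OTR cells, human receptor | schedule = compound 6 min at room temperature before oxytocin, 100 s read | detection = Fluo-8 intracellular calcium fluorescence, ex 470-495, em 515-575 nm | evaluation = normalized max/min fluorescence ratio, % activation | control set = EC15 oxytocin alone as 0%, 75 nM oxytocin (EC100) as 100%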
# TAAR1 antagonist: human TAAR1 antagonism | AID 624466 | Q96RJ0 | CHO RD-HGA16 TAAR1, Fluo-8 calcium fluorescence, antagonist | inhibition, % at 3 µM | 360,000 compounds, 1.5% hits;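 active = inhibition above a per-plate cutoff, the mean inhibition of test compounds on that plate plus 3 SD, cut at about 49% in these data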;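 note: 0% = DMSO plus EC80 beta-PEA response and 100% = DMSO alone without agonist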
#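 Test system: RD-HGA16 CHO cells with stable hTAAR1 and Gα16 / Probe or stimulus: EC80 β-phenethylamine stimulus / Times: seeding 17-24 h prior, 75-min 37 °C, 30-min RT dye loading / Detection: Fluo-8 calcium-sensitive fluorescence / Read-out basis: % inhibition scaled between DMSO and EC80 PEA controls / Repeats: singlicate, one well per test compound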
# The depositor's hits bear a star; · = not tested or not shown. Outcome played no part in choosing rows; overall some 3.7% were active at least once.
SMILES,CHRM1 agonist,OXTR agonist,V1R ag counter,M1 antag,TAAR1 agonist,M1 PAM,CHO parental Ca,OXTR potentiator,TAAR1 antagonist
O=C(Cc1ccccc1F)Nc1cccc(S(=O)(=O)N2CCOCC2)c1,10,7.6,5.2,7,7,16,-2,2,-4
N#C/C(=C\c1c(N2CCCCCC2)nc2ccccn2c1=O)C(=O)NC1CCS(=O)(=O)C1 (stereo not drawn),-5,0.0,0.1,-15,0,15,-18,-5,-2
CCCN(CCC)C(=O)CSc1nc2ccccc2c(=O)n1C1CCCC1,-6,-0.5,-1.2,7,20,-4,-24,-8,-9
N/C(=N\OC(=O)c1ccccc1Cl)c1cccc([N+](=O)[O-])c1,1,-0.4,-0.6,-16,-1,14,-4,-6,-6
O=C(CSCc1ccc(F)cc1)Nc1ccc(N2CCOCC2)cc1N1CCOCC1,-1,0.1,0.6,1,5,6,-4,3,5
N#Cc1cn(Cc2ccncc2)c(=O)[nH]c1=O,-6,4.0,0.6,-8,2,6,-7,-8,6
COc1cccc(NC(=S)N2CCN(S(=O)(=O)c3ccc(F)cc3)CC2)c1,-2,·,·,-10,3,5,·,·,14
COCCCNC(=O)C(=O)NC1CCCCC1C (stereo not drawn),0,-1.3,-0.8,-7,0,6,-4,-2,13
O=[N+]([O-])c1ccc(O)c(/C=N/Nc2ccccc2Cl)c1,-5,6.1,9.6,2,11,-8,18,-13,-8
COc1ccc(N2CCN(Cc3cc(=O)oc4ccc(C)cc34)CC2)cc1,-8,-0.5,-0.5,2,4,-1,-22,-10,4
O=C1OC(c2ccc(F)cc2)CC1CN1CCOCC1 (stereo not drawn),-3,·,·,3,3,-1,·,·,-19
Cc1ccccc1NC(=O)CSCCN1C(=O)c2ccccc2C1=O,-7,-0.7,1.4,-7,2,10,-14,-6,-8
CN(CC(=O)Nc1ccc(S(=O)(=O)N2CCCC2)cc1)CC(=O)Nc1cccc(F)c1,-7,1.1,14,7,4,-1,-14,-22,2
CCOc1ccc(NS(=O)(=O)c2cc(OCC(N)=O)c(C)cc2Cl)cc1,1,0.2,4.3,0,3,11,-18,-8,-30
O=C(Nc1cccc(NC(=O)c2ccccc2Cl)c1)c1cccs1,-2,3.0,4.5,0,8,-6,-8,-15,39

# 4 entries from above, set out differently:
SMILES	CHRM1 agonist	OXTR agonist	V1R ag counter	M1 antag	TAAR1 agonist	M1 PAM	CHO parental Ca	OXTR potentiator	TAAR1 antagonist
O=C(Nc1cccc(NC(=O)c2ccccc2Cl)c1)c1cccs1	-2	3.0	4.5	0	8	-6	-8	-15	39
COc1ccc(N2CCN(Cc3cc(=O)oc4ccc(C)cc34)CC2)cc1	-8	-0.5	-0.5	2	4	-1	-22	-10	4
COc1cccc(NC(=S)N2CCN(S(=O)(=O)c3ccc(F)cc3)CC2)c1	-2	·	·	-10	3	5	·	·	14
CCOc1ccc(NS(=O)(=O)c2cc(OCC(N)=O)c(C)cc2Cl)cc1	1	0.2	4.3	0	3	11	-18	-8	-30

# The listing continues:
SMILES,CHRM1 agonist,OXTR agonist,V1R ag counter,M1 antag,TAAR1 agonist,M1 PAM,CHO parental Ca,OXTR potentiator,TAAR1 antagonist
COc1cc2c(cc1OC)CN1CCc3cc(OC)c(OC)cc3C1C2 (stereo not drawn),-12,·,·,-8,0,6,·,·,-1
COc1ccc(/C=N/NC(=O)c2csc(-n3nc(C)cc3C(F)(F)F)n2)cc1,-2,-1.4,-0.3,-6,3,6,-15,-4,-9
COc1ccc(-c2oc3ncnc(NCCN4CCOCC4)c3c2-c2ccc(OC)cc2)cc1,-3,-1.9,-1.4,-2,·,4,-27,-3,·
NS(=O)(=O)c1ccc(NC(=O)/C(=C/c2ccncc2)NC(=O)c2ccccc2)cc1,-1,0.2,0.6,-14,2,10,3,-7,-21
Cc1ccnc(N=O)c1,-3,·,·,-10,0,4,-17,·,6
CN(C)S(=O)(=O)n1cnc([C@@H]2[C@@H]3C(=O)OC[C@@H]3C[C@]23N=CN(Cc2ccccc2)C3=O)c1,1,0.4,0.1,0,1,14,-4,-2,10
Cn1sc(NC(=O)c2ccccc2)nc1=O,0,1.0,0.0,0,9,6,7,7,11
CCOC(=O)c1c(NC2=NS(=O)(=O)c3ccccc32)sc2c1CCCCC2,-6,-0.8,0.5,-4,2,5,-12,-1,-8
O=C(O)c1ccc(-n2c(-c3cc(-c4ccco4)[nH]n3)n[nH]c2=S)cc1,-3,0.3,0.9,-12,2,5,-10,-7,-11
C=CCNc1nc(NCc2ccc(NC(C)=O)cc2)c2sc(-c3ccccc3)cc2n1,-10,·,·,-11,-1,-2,·,·,2
Cc1ccsc1C=C1C(=O)c2ccccc2C1=O,-3,-2.3,-0.9,-5,4,2,-11,-6,-20
Cc1cc(C)cc(Oc2nc(C(F)(F)F)nc3ccccc23)c1,-5,-2.3,-0.6,-10,15,1,-21,-12,2
Cc1ccc(-c2csc(N3CCN(CCCn4c(C(F)(F)F)nc5ccccc54)CC3)n2)cc1,-6,-2.3,-0.7,10,-1,-8,-22,-13,33
CC(=O)Nc1sc2c(c1C#N)CCC(C)C2 (stereo not drawn),-5,-0.2,0.7,-3,2,3,-9,2,-8
Cc1cccc(C(=O)Nc2ccn(C)n2)c1,1,·,·,-6,1,7,·,·,-3
CCOc1ccc(NC(=O)CN2C(=O)c3ccccc3C2=O)cc1,-3,0.4,-0.1,-3,4,-2,-8,2,7
Cc1ccc(S(=O)(=O)Cc2ccc(C(=O)N3CCc4ccccc4C3)o2)cc1,1,-0.3,0.0,-11,69*,1,-8,-4,64*
CSc1ccc(CNc2ccc(C)cc2)cc1,-4,-2.4,-1.0,-32,2,3,-12,-4,16
COc1ccc(C(=O)Nc2ccc(C(=O)Nc3cccnc3)cc2)cc1,-4,0.9,0.8,-12,3,2,-6,-5,17
CC(NC(=O)c1noc2c1CCCC2)c1ccccc1 (stereo not drawn),-8,-0.3,-0.4,3,14,-1,-19,-3,7
Cc1c(C(=O)OCC(=O)N(C)c2ccccc2)cccc1[N+](=O)[O-],-5,-1.7,-1.1,-5,9,7,-10,-1,6
O=C(NCc1ccccc1)c1ccc(-c2ccc(F)c(F)c2)c2ccoc12,-5,·,·,-2,3,-1,·,·,29
O=C(C1=C(O)C(=O)N(CCN2CCOCC2)C1c1ccccc1)c1cccs1 (stereo not drawn),-2,-0.2,-0.7,2,1,3,-16,-7,-8
COc1ccccc1N(C)S(=O)(=O)c1ccc(C(=O)N(C)Cc2ccc(OC(F)F)cc2)cc1,0,·,·,27*,15,-14,·,·,85*
O=C(O)c1ccccc1C(=O)Nc1ccccc1[N+](=O)[O-],0,-0.1,2.3,-22,1,3,13,-6,-37
Cc1nc(-c2ccccc2)nc2sc(C(=O)c3ccc(F)cc3)c(N)c12,-3,0.6,0.6,13,4,-4,-7,-4,-33
CCN1CCCC1CNC(=O)c1cc2c(=O)n(C)c3ccccc3c2n1C (stereo not drawn),-13,-0.1,-0.3,-3,0,-7,-5,-3,-2
O=C(Nc1cc(Cl)ccc1-n1cncn1)c1cc(F)cc(F)c1,-3,-1.2,-1.0,-8,-1,7,-24,-5,0
N#CCCN(Cc1cccnc1)C(=O)Nc1ccc(Cl)c(Cl)c1,-4,0.8,3.9,-3,5,9,-10,-11,14
COc1cccc(NC(=S)NCc2ccc3c(c2)cc(C)n3C)c1,-16,·,·,-9,2,-5,·,·,8
CSc1cccc(NC(=O)Cn2cccc2)c1,-6,-0.8,0.1,2,3,0,-11,-3,9
O=C(OCCOc1ccccc1)c1cc(S(=O)(=O)N2CCOCC2)c(Cl)cc1Cl,-3,·,·,-6,1,7,·,·,1
O=C(OCCOc1ccccc1)c1cc(S(=O)(=O)N2CCOCC2)ccc1Cl,-2,0.5,0.9,1,2,-2,-33,-6,1
COc1ccc(NC(=O)CCS(=O)(=O)c2ccc(Cl)cc2)cc1,-1,-1.4,2.1,1,2,2,-22,-3,-32
NC(=O)c1ccsc1NC(=O)COC(=O)CNC(=O)c1ccc(Cl)cc1,4,6.0,4.3,-9,7,-3,-24,-7,24
CC(C)CC(OC(=O)c1cccs1)C(=O)NCc1ccco1 (stereo not drawn),0,-1.7,-0.7,-17,4,11,-20,-15,-5
CCOC(=O)CN(C(=O)COC(=O)C1=NNC(=O)CC1)c1ccc(F)cc1,-2,0.4,-0.1,0,0,0,-7,1,-7
Cc1ccc(S(=O)(=O)NCC(=O)NCC(=O)NCCc2ccccc2F)cc1C,-4,-0.6,0.6,-12,1,10,-14,-9,3
Cc1cc(N2CCN(C)CC2)nc(N2CCOCC2)n1,-4,1.3,1.3,12,1,-4,-3,-3,7
O=C(Nc1ccc2nc3n(c(=O)c2c1)CCCC3)c1cccc(F)c1,-3,-0.1,1.7,3,2,-3,-15,-14,0
COc1ccc(C)cc1S(=O)(=O)Nc1cc2c3c(c1)CCC(=O)N3CCC2,-1,1.8,-0.5,-3,3,0,-19,0,-13
O=C(Nc1ccnn1C1CCN(Cc2ccccn2)CC1)c1cccc(F)c1,-4,-0.3,-0.3,-4,1,3,-4,-9,-23
COc1ccc(Nc2nc3ccc(C)cc3cc2C#N)c(OC)c1,-4,-0.5,-0.7,6,1,-5,-23,-4,-23
Cc1ccc(OCCC(=O)OCC(=O)NC2CCS(=O)(=O)C2)cc1 (stereo not drawn),-4,0.1,0.3,-6,0,3,1,5,-30
COC(=O)c1ccc(N2CCN(C(=O)c3ccccc3)CC2)c(NC(C)=O)c1,-5,-1.0,1.6,-4,-1,10,-8,-5,-5
CC(C)C[C@H]1CNC(=S)N1C[C@H]1CCCN1C[C@H](Cc1ccc(O)cc1)N1C[C@H](Cc2ccc(O)cc2)N(CC2CCCCC2)C1=S,-11,·,·,2,2,12,·,·,-6

# No new results follow: entries from further up.
SMILES,CHRM1 agonist,OXTR agonist,V1R ag counter,M1 antag,TAAR1 agonist,M1 PAM,CHO parental Ca,OXTR potentiator,TAAR1 antagonist
Cc1ccc(OCCC(=O)OCC(=O)NC2CCS(=O)(=O)C2)cc1 (stereo not drawn),-4,0.1,0.3,-6,0,3,1,5,-30
COC(=O)c1ccc(N2CCN(C(=O)c3ccccc3)CC2)c(NC(C)=O)c1,-5,-1.0,1.6,-4,-1,10,-8,-5,-5
CC(C)C[C@H]1CNC(=S)N1C[C@H]1CCCN1C[C@H](Cc1ccc(O)cc1)N1C[C@H](Cc2ccc(O)cc2)N(CC2CCCCC2)C1=S,-11,·,·,2,2,12,·,·,-6
